aSyn yeast inh – alpha-synuclein toxicity inhibition in yeast | Yeast expressing alpha-synuclein, growth rescue, BacTiter-Glo, 24 h | 0.14% of 370,000 active | Potency, µM (titrated, usually from 46.1 µM), inactives show at the top dose growth rescue (activation), most hits filed as activators | AID 652106; also: % of control where 0% means no effect; nearly all actives have a fitted effect of over 65% in size
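Galactose-induced alpha-syn yeast (OD600=0.02, raffinose-pregrown) + pinned cpd, 24 hr, 30 deg C; growth by BacTiter-Glo luminescence. Growth restoration scores as activation.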
EPAC1 ag – agonists of human EPAC1; 0.073% of 360,000 active; Potency, µM (series often up to 154 µM), without a hit: top-dose activation, actives largely listed as activators; EPAC1 agonist qHTS, biochemical assay; response scale: 100% = response to 6.5 mM cAMP; O95398; also: nearly all actives have a fitted effect of over 60% in size
Target sequence (O95398 whole entry, looked up): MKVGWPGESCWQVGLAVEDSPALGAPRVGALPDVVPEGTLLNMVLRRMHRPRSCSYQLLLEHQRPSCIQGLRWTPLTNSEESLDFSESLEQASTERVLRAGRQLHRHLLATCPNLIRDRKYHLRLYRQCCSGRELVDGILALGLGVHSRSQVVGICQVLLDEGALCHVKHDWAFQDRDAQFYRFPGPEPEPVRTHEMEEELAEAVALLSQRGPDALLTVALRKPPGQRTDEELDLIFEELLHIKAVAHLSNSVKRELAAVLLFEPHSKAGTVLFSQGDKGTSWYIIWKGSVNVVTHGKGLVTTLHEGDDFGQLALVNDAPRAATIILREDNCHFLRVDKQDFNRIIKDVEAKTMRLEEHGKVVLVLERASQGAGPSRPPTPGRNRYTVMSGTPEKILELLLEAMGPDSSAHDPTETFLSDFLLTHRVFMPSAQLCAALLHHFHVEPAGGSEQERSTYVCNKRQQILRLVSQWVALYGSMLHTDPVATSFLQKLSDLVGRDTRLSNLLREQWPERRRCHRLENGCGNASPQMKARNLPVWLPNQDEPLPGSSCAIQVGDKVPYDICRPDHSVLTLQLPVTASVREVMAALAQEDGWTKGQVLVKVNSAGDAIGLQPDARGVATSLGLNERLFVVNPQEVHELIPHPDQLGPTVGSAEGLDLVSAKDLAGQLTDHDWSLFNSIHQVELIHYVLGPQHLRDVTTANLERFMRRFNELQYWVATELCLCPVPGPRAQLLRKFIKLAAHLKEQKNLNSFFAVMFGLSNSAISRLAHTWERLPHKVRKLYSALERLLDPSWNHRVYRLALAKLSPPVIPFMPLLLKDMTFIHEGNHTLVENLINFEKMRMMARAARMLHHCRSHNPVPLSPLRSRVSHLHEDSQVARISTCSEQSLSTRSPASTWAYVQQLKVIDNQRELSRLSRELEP
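Multi-concentration qHTS readout: loss of Rap1B-bound BODIPY-GDP fluorescence driven by 100 nM EPAC1 with excess GDP (50 uM), monitored kinetically at room temperature; agonist response expressed relative to 6.5 mM cAMP.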
EPAC2 ag – EPAC2 (human) agonism; Q8WZA2; EPAC2 activation, biochemical qHTS; response scale: 100% = 6.5 mM cAMP response; Potency, µM (titrated, usually from 154 µM), for inactives: at the top dose activation, usual class: activators; 0.079% of 360,000 active; AID 720711; also: nearly all actives have a fitted effect of over 50% in size
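EPAC2 (100 nM) mixed with Rap1B loaded with BODIPY-GDP (250 nM) plus 50 uM unlabeled GDP; compounds pinned in, 5 min RT, then read every 5 min for 30 min (ex 480, em 540 nm). Normalized to cAMP control.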
FUS yeast rescue – FUS proteinopathy suppression in yeast; S. cerevisiae FUS-expressing, growth rescue, OD600, 24 h; Potency, µM (top dose mostly 76.6 µM), for the others: top-dose growth rescue (activation), usual class: activators; 0.24% of 390,000 active; AID 1347120;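 also: plate controls were DMSO vehicle for no effect and reference control for full effect; nearly all actives have a fitted effect of over 55% in size; some results filed as inactive show a strong effect at the top dose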
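Restored growth of FUS-toxic S. cerevisiae, read as 600 nm absorbance after 24 h at 30C in galactose medium (starting OD 0.005). Controls CP55940 and DMSO.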
EPAC1 antag – blocks human EPAC1 exchange factor. O95398. EPAC1 GEF assay, Rap1b-BODIPY-GDP exchange fluorescence. Potency, µM (doses to about 115 µM), without a hit: at the top dose activity change, negative = inhibition, usual class: inhibitors. 0.14% of 360,000 active;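 also: plate controls were vehicle for no effect and positive control for full effect; nearly all actives have a fitted effect of over 50% in size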
TDP43 rescue – TDP-43 toxicity inhibition in yeast | TDP-43 expressing yeast growth rescue, BacTiter-Glo, 24 h | 1.8% of 410,000 active | Potency, µM (highest dose often 46.1 µM), for the others: at the top dose growth rescue (activation), actives largely listed as activators; also: % of control where 0% means no effect; nearly all actives have a fitted effect of over 50% in size
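In this qHTS, compounds that restore growth of yeast expressing TDP-43 appear as activators. Cells (OD600=0.02, galactose medium, raffinose-pregrown) are incubated with compound 24 hr at 30 deg C and growth is quantified by BacTiter-Glo.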
EPAC2 antag – EPAC2 (human) antagonism; Q8WZA2; EPAC2 GEF exchange of Rap1B-BODIPY-GDP, fluorescence; Potency, µM (titrated, usually from 114 µM), for inactives: at the highest dose activity, negative = inhibition, most hits filed as inhibitors; 0.18% of 360,000 active; AID 720708; also: % is scaled to controls: 0 for no effect and ±100 for the full control effect; nearly all actives have a fitted effect of over 45% in size; many of its hits are not listed in these tables
PTHR1 agonist – PTHR1 (human) receptor agonism | Q03431 | HEK293 GP2 PTHR1 cells, GloSensor cAMP luminescence, 1 h | Potency, µM (doses to about 115 µM), inactives show top-dose activation, usual class: activators | 0.075% of 410,000 active; also: nearly all actives have a fitted effect of over 55% in size; some results filed as inactive show a strong effect at the top dose; inactives centre near -15; many of its hits are not listed in these tables
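HEK-293-derived GP2 cells expressing PTHR1 and a GloSensor cAMP reporter, 3,000/well, plated overnight, given luciferin plus IBMX (each 0.5 mM as added) for 1 h at 37 °C, then compound for 1 h at 37 °C. Luminescence was read after 15 min at room temperature.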
The depositor's hits bear a star; i = inactive; ? = inconclusive; · = not tested or not shown; [ ] = remark or other dose. Calls follow the shape of the dose curve; as a rule, active = well fitted curve in the direction sought with a large enough effect; inconclusive = small, poorly fitted or top-dose-only effect, or another doubt; inactive = no such curve, though single readings can be large; an effect the other way counts as inactive or inconclusive. Potency is read from the fitted curve at half-maximal effect. The list is partial. The share of hits here may be higher or lower than overall.

SMILES	aSyn yeast inh	EPAC1 ag	EPAC2 ag	FUS yeast rescue	EPAC1 antag	TDP43 rescue	EPAC2 antag	PTHR1 agonist
O=C(Nc1ccc(N2CCCC2)cc1)c1cccc(Cl)c1Cl	1%	-4%	-3%	8%	7%	0%	15%	-37%[inhibitor]
COc1ccc(COC(=O)C2CCN(S(=O)(=O)c3ccc(F)cc3)CC2)cc1	-6%	0%	10%	1%	-8%	-5%	-7%	-73%[inhibitor]
C=CCN(CC=C)C(=O)C(=O)c1cc(C)n(-c2ccc([N+](=O)[O-])cc2)c1C	16%	-7%	-3%	·	3%	?	8%	-27%
C/C(=N\NS(=O)(=O)c1ccccc1)c1ccc2c(c1)OCO2	4%	4%	0%	12%	16%	6%	10%	i
CCOC(=O)N1CCN(S(=O)(=O)c2ccc3[nH]c(=O)oc3c2)CC1	0%	-8%	-3%	-2%	-20%	-20%	3%	-19%
O=c1oc2ccccc2c(NCc2cccc(F)c2)c1[N+](=O)[O-]	-2%	6%	4%	-3%	-16%	-17%	-1%	-27%
Cc1cccc(C)c1N1C(=O)CC(N(O)c2ccccc2)C1=O (centres undefined)	6%	5%	4%	3%	5%	5%	-1%	-3%[57.5 µM]
COc1ccccc1CNc1nc(NCCN2CCNC2=O)c2sccc2n1	-3%	-4%	13%	-10%	-7%	6%	13%	i
O=C(NCCN1CCOCC1)c1sc2cc(Cl)ccc2c1Cl	-3%	-3%	7%	9%	9%	-4%	-3%	i
CCn1cc(/C=C/C(=O)Nc2ccn(Cc3c(F)c(F)cc(F)c3F)n2)cn1	16%	-1%	-2%	3%	-6%	-5%	1%	-32%[inhibitor]
C=CCOc1ccc(C2=NOC(C(=O)Nc3ccc4c(c3)OCCO4)C2)cc1OC (centres undefined)	8%	13%	9%	24%	-4%	-18%	-16%	i
O=C(NCCCCc1ccccc1)C1CC(c2cccc([N+](=O)[O-])c2)=NO1 (centres undefined)	2%	2%	15%	31%	-16%	?	-2%	-16%
CCCn1c(C)cc(C(=O)COC(=O)CN=C2NS(=O)(=O)c3ccccc32)c1C	3%	-2%	-8%	·	-5%	18%	6%	-26%
COc1cc2c(cc1OC)CN(C(=O)CSc1ccc(F)cc1)CC2	0%	1%	10%	-13%	-5%	20%	-2%	-16%
COc1ccc(N2CCN(C(=O)C3CCN(S(=O)(=O)c4ccc5c(c4)oc(=O)n5C)CC3)CC2)cc1	8%	4%	11%	-15%	-6%	2%	-1%	-18%
Cn1c(SCC(=O)NC2CCCCC2)nc2c(c1=O)SCC2	-2%	-21%	4%	17%	15%	19%	6%	i
CCC(=O)Nc1ccc(C(=O)CSc2nc3ccccc3cc2CC)cc1	-3%	15%	19%	-12%	9%	-4%	-5%	i
CNC(=O)COC(=O)COc1ccc2c(C)cc(=O)oc2c1	2%	-2%	5%	16%	2%	-11%[0.397 µM]	2%	-7%
Nn1c(SCC(=O)NC2CCCCC2)nnc1-c1ccccc1	0%	2%	-4%	0%	12%	9%	-2%	i
Cc1cccc(NC(=O)CCCn2cc([N+](=O)[O-])cn2)n1	0%	-12%	-1%	-8%	5%	-10%	7%	i

One compound at a time, from the list above. Screens in order: aSyn yeast inh | EPAC1 ag | EPAC2 ag | FUS yeast rescue | EPAC1 antag | TDP43 rescue | EPAC2 antag | PTHR1 agonist
Cn1c(SCC(=O)NC2CCCCC2)nc2c(c1=O)SCC2 across the screens: -2% | -21% | 4% | 17% | 15% | 19% | 6% | i
Cc1cccc(C)c1N1C(=O)CC(N(O)c2ccccc2)C1=O (centres undefined) across the screens: 6% | 5% | 4% | 3% | 5% | 5% | -1% | -3%[57.5 µM]

Continued:
SMILES	aSyn yeast inh	EPAC1 ag	EPAC2 ag	FUS yeast rescue	EPAC1 antag	TDP43 rescue	EPAC2 antag	PTHR1 agonist
COc1ccccc1-c1ccc(SCC(=O)NCCc2ccccc2)nn1	20%	-7%	9%	10%	-11%	-6%[9.22 µM]	8%	-67%[inhibitor]
CC(=O)C1N=NCC1c1ccccc1 (centres undefined)	-23%	8%	2%	-15%	1%	-10%	-9%	i
O=C(CSc1nnc(COc2ccccc2)o1)Nc1ccc(F)cc1	-6%	0%	4%	-16%	5%	0%	4%	-7%
O=C(OCc1nc2scc(-c3ccccc3)c2c(=O)[nH]1)c1cccc([N+](=O)[O-])c1	7%	-12%	18%	·	-16%	22%	0%	-47%[inhibitor]
C=C(C)Cn1c(-c2cccc([N+](=O)[O-])c2)n[nH]c1=S	-4%	10%	-4%	13%	-13%	23%	3%	i
CNc1ccc(C=C2C=Cc3ccccc32)cc1	-47%[inhibitor]	1%	17%	-4%	-17%	28%	0%	-36%[inhibitor]
COc1cccc(NC(=O)CN2C(=O)C3(SCC(=O)N3c3cc(C)cc(C)c3)c3ccccc32)c1 (centres undefined)	0%	·	·	-10%	·	14%	·	-3%
CSc1nc2nc3c(cc2c(=O)[nH]1)C(O)Oc1ccc(C)cc1-3 (centres undefined)	-1%	8%	14%	7%	4%	-3%	-3%	15%
Cc1cc(OCc2cc(C(=O)N(C)CC3CCOCC3)no2)cc(C)c1Cl	6%	15%	0%	35%	-5%	?	-14%	-42%[inhibitor]
CCOC(=O)c1sc(NC(=O)Cc2ccc(F)cc2)nc1C	5%	12%	15%	1%	-1%	-13%	-4%	i
Cn1ncc(Cl)c1C(=O)NC1CCCC1	1%	-7%	3%	3%	2%	-5%	-3%	-5%
Cc1c(NC(=O)c2n[nH]c(=O)c3ccccc23)c(=O)n(-c2ccccc2)n1C	-1%	0%	4%	12%	-13%	10%	4%[57.1 µM]	18%[57.5 µM]
O=C(Nc1ccc(F)cc1)c1ccc(C(=O)N2CCCC(O)C2)cc1 (centres undefined)	0%	6%	5%	-16%	-6%	5%	12%	-26%
COc1ccc(C(CC(=O)Nc2ccc(F)c(Cl)c2)N2Cc3ccccc3C2=O)cc1OC (centres undefined)	0%	·	·	6%	·	0%	·	i
COc1ccc2c(c1)OC[C@H]1[C@H]2N2C(=O)c3ccccc3NC(=O)[C@@]2(C)[C@H]1c1ccccc1	8%	9%	9%	42%	-10%	28µM*	10%	-55%[inhibitor]
Cc1ccc(/C=N/NC(=O)CSc2nc3ccccc3c(=O)n2-c2ccccc2C)s1	3%	4%	1%	·	9%	13%	-2%	i
CC(=O)Nc1ccc(S(=O)(=O)N2CCC(C(=O)NCCC(=O)NCc3ccccc3)CC2)cc1	0%	5%	0%	-4%	-7%	15%	0%	i
Cc1[nH]nc2c1C(c1cn[nH]c1-c1ccc(F)cc1)C(C#N)=C(N)O2 (centres undefined)	4%	7%	2%	-5%	-3%	0%	-5%	i
Cc1ccc(/C=C/S(=O)(=O)NCC(=O)OCC(=O)Nc2c(F)cccc2F)cc1	-4%	0%	3%	8%	6%	-16%	-15%	23%
CO/N=C(/C)CCS(=O)(=O)c1ccccc1	-4%	1%	5%	-24%	-4%	1%	-2%	i

Quoted from the listing:
CSc1nc2nc3c(cc2c(=O)[nH]1)C(O)Oc1ccc(C)cc1-3 (centres undefined) in EPAC1 ag → 8%
Cc1ccc(/C=C/S(=O)(=O)NCC(=O)OCC(=O)Nc2c(F)cccc2F)cc1 in EPAC1 antag → 6%
Cn1ncc(Cl)c1C(=O)NC1CCCC1 in EPAC2 antag → -3%
Cc1ccc(/C=N/NC(=O)CSc2nc3ccccc3c(=O)n2-c2ccccc2C)s1 in aSyn yeast inh → 3%

In the list so far, 5 contain a Cl atom.
SMILES	aSyn yeast inh	EPAC1 ag	EPAC2 ag	FUS yeast rescue	EPAC1 antag	TDP43 rescue	EPAC2 antag	PTHR1 agonist
O=C(Nc1ccc(N2CCCC2)cc1)c1cccc(Cl)c1Cl	1%	-4%	-3%	8%	7%	0%	15%	-37%[inhibitor]
O=C(NCCN1CCOCC1)c1sc2cc(Cl)ccc2c1Cl	-3%	-3%	7%	9%	9%	-4%	-3%	i
Cc1cc(OCc2cc(C(=O)N(C)CC3CCOCC3)no2)cc(C)c1Cl	6%	15%	0%	35%	-5%	?	-14%	-42%[inhibitor]
Cn1ncc(Cl)c1C(=O)NC1CCCC1	1%	-7%	3%	3%	2%	-5%	-3%	-5%
COc1ccc(C(CC(=O)Nc2ccc(F)c(Cl)c2)N2Cc3ccccc3C2=O)cc1OC (centres undefined)	0%	·	·	6%	·	0%	·	i

Carrying on:
SMILES	aSyn yeast inh	EPAC1 ag	EPAC2 ag	FUS yeast rescue	EPAC1 antag	TDP43 rescue	EPAC2 antag	PTHR1 agonist
CCN(CC)CC(=O)NN=C(c1ccccc1)c1ccccc1	1%	10%	4%	-10%	-20%	13%	-5%	i
O=[N+]([O-])c1cc(Cl)ccc1Sc1ccccn1	-8%	4%	8%	-5%	0%	-1%[1.82 µM]	-11%	i
Cc1cc(C)n(CCOc2ccc(Br)cc2)n1	11%	9%	4%	?	12%	?	35µM*	-15%
CCCN1C(=S)c2ccccc2C1c1ccccc1 (centres undefined)	2%	13%	8%	-3%	?	19%	?	-21%
C[C@H](CO)N1C[C@H](C)[C@@H](CN(C)S(=O)(=O)c2ccccc2)OCc2cn(nn2)CCCC1=O	-20%	-24%	3%	16%	13%	-13%	18%	-13%
COc1ccc(N2CCN(/C(=N\S(=O)(=O)c3ccc(C)cc3)Nc3nc(C)cc(C)n3)CC2)cc1	5%	3%	4%	23%	7%	15%	6%	i
O=C1C2C(c3ccccc3)CC=CC2[C@H](c2ccc(C(F)(F)F)cc2)N1Cc1ccccc1 (some centres undefined)	-2%	-1%	-5%	24%	-19%	?	-6%	-48%[inhibitor]
COc1ccc(-c2oc3ncn4nc(COc5cccc(C)c5C)nc4c3c2-c2ccc(OC)cc2)cc1	-3%	·	·	-17%	·	-6%	·	-24%
COc1ccc(-c2csc3ncnc(N4CCN(S(=O)(=O)c5ccc(C(C)=O)cc5)CC4)c23)cc1	5%	2%	-2%	?	1%	?	-12%	-56%[inhibitor]
CCN(c1ccccc1C)S(=O)(=O)c1cc2c3c(c1)CCC(=O)N3CCC2	0%	5%	2%	25%	-4%	-7%	-28%	i
O=C(NC1CCCCCC1)C(=S)NCc1ccccc1	-11%	-9%	11%	14%	-13%	26%	1%	-14%

Compound activity deposited in PubChem BioAssay by National Center for Advancing Translational Sciences (NCATS).
